TDP1 inh – inhibitors of human tyrosyl-DNA phosphodiesterase TDP1; Q9NUW8; recombinant TDP1, AlphaScreen DNA substrate cleavage; Potency, µM (highest dose often 130 µM), for the others: at the highest dose activity change, negative = inhibition, most hits filed as inhibitors; 350,000 compounds, 0.28% hits; AID 485290; note: nearly all actives have a fitted effect of over 40% in size
Target sequence (Q9NUW8 whole entry, looked up): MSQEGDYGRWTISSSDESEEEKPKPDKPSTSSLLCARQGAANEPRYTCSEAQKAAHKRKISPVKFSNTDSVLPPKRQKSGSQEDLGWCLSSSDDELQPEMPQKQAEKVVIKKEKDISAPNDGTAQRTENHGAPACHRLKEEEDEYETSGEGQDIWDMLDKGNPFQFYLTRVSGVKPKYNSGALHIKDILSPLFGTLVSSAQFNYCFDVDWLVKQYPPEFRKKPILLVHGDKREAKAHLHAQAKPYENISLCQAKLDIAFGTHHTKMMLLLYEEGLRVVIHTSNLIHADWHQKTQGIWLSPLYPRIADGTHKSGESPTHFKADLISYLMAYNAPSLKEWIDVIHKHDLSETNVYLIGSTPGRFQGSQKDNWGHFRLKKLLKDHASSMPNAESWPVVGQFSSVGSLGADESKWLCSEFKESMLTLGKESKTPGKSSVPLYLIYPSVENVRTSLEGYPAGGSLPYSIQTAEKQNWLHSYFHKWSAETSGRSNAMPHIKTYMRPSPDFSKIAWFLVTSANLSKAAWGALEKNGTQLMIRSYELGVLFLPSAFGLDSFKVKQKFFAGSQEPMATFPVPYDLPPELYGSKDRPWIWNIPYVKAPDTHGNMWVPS
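Steps: enzyme plus compound, 15 min RT; add biotin/phosphotyrosine-FITC oligonucleotide (15 nM final), react 5 min; add donor/acceptor beads (10 ug/ml final), 10 min; read AlphaScreen. Tdp1 at 1 nM final.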
DT40 TDP1 no CPT – qHTS for Inhibitors of human tyrosyl-DNA phosphodiesterase 1 (TDP1): qHTS in cells in absence of CPT. DT40 Tdp1-/- hTDP1 cells, no CPT, ATP luminescence, 48 h. Potency, µM (highest dose often 46.2 µM), without a hit: at the top dose activity change, negative = growth inhibition, actives largely listed as inhibitors. 420,000 compounds, 15% hits. AID 686978, 2013; note: nearly all actives have a fitted effect of over 55% in size
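Luminescent ATP content (CellTiter-Glo) served as the growth readout. Knockout chicken DT40 cells expressing human TDP1 were exposed to compounds without camptothecin for a minimum 48 hr at 37 °C.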
TDP1 cell CPT – growth inhibition of DT40 Tdp1-/-;hTDP1 cells with camptothecin (screen for TDP1 inhibitors) | 420,000 compounds, 12% hits | Potency, µM (series often up to 46.2 µM), for the others: top-dose activity change, negative = growth inhibition, hits mostly inhibitors | chicken DT40 Tdp1-/-;hTDP1 cells + 20 nM CPT, ATP luminescence, 48 h; note: nearly all actives have a fitted effect of over 55% in size
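Chicken DT40 Tdp1-/- cells complemented with human TDP1, 400 cells/well, exposed to compounds plus 20 nM camptothecin for at least 48 h at 37 C; viability read as ATP content by CellTiter-Glo luminescence.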
* marks the source's active call; other numbers are inactive results; ? = inconclusive; / = no result given; & = joins results of further samples; [ ] = remark or other dose. Calls come from the whole dose curve; as a rule, active = well fitted curve in the direction sought with a large enough effect; inconclusive = small, poorly fitted or top-dose-only effect, or another doubt; inactive = no such curve, though single readings can be large; an effect the other way counts as inactive or inconclusive. % is set by controls: 0 for no effect and ±100 for the full control effect; potency is the fitted concentration of half-maximal effect. The order is random; 18% or so of the library scored in one or more.

SMILES | TDP1 inh | DT40 TDP1 no CPT | TDP1 cell CPT
C[C@@H](C(=O)Nc1cc(C(F)(F)F)ccc1N1CCOCC1)N1C(=O)C2CC=CCC2C1=O (stereo not given in full) | / | -1% | -1%
CC(C)[C@H](NS(=O)(=O)c1ccc2c(c1)OCCO2)C(=O)OCC(=O)Nc1ccccc1Cl | 2% | -10% | -2%
CC(C)c1nnc(NC(=O)Cn2nc(-c3ccc4c(c3)OCCO4)ccc2=O)s1 | 5% | -3% | -15%
CC(C)OC(=O)CSc1nnc(-c2ccccc2)n1N | 1% | 10% | -8%
Cc1nn(-c2nc3ccccc3[nH]2)c(=O)c2ccccc12 | -6% | 2.1µM* | 1.8µM*
CC(C)(C)NC(=O)COC(=O)c1ccc(S(=O)(=O)N2CCCC2)cc1 | 8% | 0% | 14%
CC1CCCC(C)N1C(=O)COC(=O)c1ccc[nH]c1=O (stereo not given) | 2% | 2% | -1%
CCN1CCN(c2ccc(S(=O)(=O)N3CCOCC3)cc2NC(=O)/C=C/c2ccc([N+](=O)[O-])cc2)CC1 | / | 2.9µM* | ?
COc1ccccc1NC(=O)CNC(c1ccccc1)c1ccccc1 | -19% | ? | ?
CC(C)Oc1ccc(CCN=C(N)N=C(N)N)cc1Cl | 0% | 12µM* | 10µM*
CC(=O)c1cccc(S(=O)(=O)NCC(c2ccco2)N2CCCCC2)c1 (stereo not given) | 4% | 16µM* | ?
O=C(c1cccc(S(=O)(=O)N2CCN(c3ccccc3)CC2)c1)N1CC=C(c2ccccc2)CC1 | 3% | ? | ?
CC(=O)N1CCc2c(sc3c2c(=O)n(-c2ccccc2C)c(=O)n3CC(=O)Nc2ccccc2)C1 | 0% | 19% | 27%
CC(=O)c1ccc(N=C2C(=O)Nc3ccccc32)cc1 | / | 13µM* | ?
O=C(C1=C(O)C(=O)N(CC2CCCO2)C1c1ccc(Cl)cc1Cl)c1ccco1 (stereo not given) | 6% | ? | ?
CCCC(=O)O[C@]1(C(=O)CO)CC[C@H]2[C@@H]3CCC4=CC(=O)CC[C@]4(C)[C@H]3[C@@H](O)C[C@@]21C | -3% | -18%&-21% | -17%&-4%
Cc1ccc(S(=O)(=O)N2CCCC(C(=O)NC3CCCC3)C2)cc1 (stereo not given) | 4% | -26% | -14%
O=C1c2ccccc2C(=O)N1/N=C/c1ccc(Oc2ccc([N+](=O)[O-])cn2)cc1 | 8% | -8% | 2%
Cc1cccc(C(=O)N2CCC(=O)N(C(COCc3ccc(Cl)cc3)Cc3ccccc3)CC2)c1 (stereo not given) | 5% | 21µM* | 21µM*
CCOc1cc(C(=O)Nc2ccc(S(=O)(=O)NC3=NCCCCC3)cc2)cc(OCC)c1OCC | -1% | ? | ?
COc1ccccc1NC1=NC(C)(C)N=C(N)N1 | 3% | -16% | 3%
O=C(Nc1ccc(Cl)c(Cl)c1)c1cccnc1 | / | ? | ?
COc1cc(/C=N/NC(=O)c2ccc(NC(=O)C3CCCCC3)cc2)ccc1O | -6% | -11% | 3%
CCOc1ccc(-c2nnc(-c3ccc(OC)cc3)o2)cc1 | -2% | -21% | -20%
CC(=O)c1ccc(NC(=S)Nc2ccc3cn[nH]c3c2)cc1 | 3% | ? | ?
COCCn1c(SCC(=O)Nc2ccccc2F)nnc1-c1ccoc1C | 6% | 19% | 5%
COc1ccc(C(c2sc3nc(C)nn3c2O)N2CCC3(CC2)OCCO3)cc1 (stereo not given) | 6% | -3% | 2%
O=C1OCCC1Sc1nnc(-c2ccco2)n1-c1ccccc1 (stereo not given) | -5% | 0% | 1%
COc1cccc(C2CC(=O)Nc3c2c(=O)[nH]c2ncnn32)c1 (stereo not given) | 5% | -4% | 1%
S=C1NCN(Cc2ccccc2)CN1C1CCCCC1 | 4% | ? | ?
CCOc1ccc(CC(=NCCc2ccccc2)C2=C(O)CC(C)(C)CC2=O)cc1OCC | -3% | 16µM* | 15µM*
CCCN(CCC)c1nc(NC2CCN(C(=O)OCC)CC2)nc(OC)n1 | 10% | 21µM* | 16µM*
Cn1c(=S)c2[nH]c(SCCN3CCCC3)nc2n(C)c1=O | -14% | 23µM* | ?
Cc1ccc2c(CN3CCN(c4ccccc4)CC3)cc(=O)oc2c1 | / | -14% | -4%
O=C(C1CCN(Cc2ccccc2O)CC1)N1CCN(Cc2ccc3c(c2)OCO3)CC1 | 3% | 1% | -1%
O=C(NCCCO)/C(=C/c1ccc(-c2cccc([N+](=O)[O-])c2)o1)NC(=O)c1ccccc1 | 6% | -25% | 0%
Cc1cc(C)cc(OCC(=O)N2N=C(C(F)(F)F)CC2(O)C(C)(C)C)c1 (stereo not given) | 0% | ? | ?
CCOC(=O)/C(C#N)=C\c1cc(OC)c(OC)cc1[N+](=O)[O-] | 2% | ? | ?
O=C(NNC(=O)c1ccccc1[N+](=O)[O-])c1cccs1 | 0% | 11% | -1%
COC(=O)c1ccc(NC(=O)COc2ccc(N(C)S(=O)(=O)c3ccc(C)cc3)cc2)cc1 | 1% | ? | 16µM*

In another format: results already given
| molecule | TDP1 inh | DT40 TDP1 no CPT | TDP1 cell CPT |
| --- | --- | --- | --- |
| O=C1c2ccccc2C(=O)N1/N=C/c1ccc(Oc2ccc([N+](=O)[O-])cn2)cc1 | 8% | -8% | 2% |
| Cc1cccc(C(=O)N2CCC(=O)N(C(COCc3ccc(Cl)cc3)Cc3ccccc3)CC2)c1 (stereo not given) | 5% | 21µM* | 21µM* |
| CCOc1cc(C(=O)Nc2ccc(S(=O)(=O)NC3=NCCCCC3)cc2)cc(OCC)c1OCC | -1% | ? | ? |
| COc1ccccc1NC1=NC(C)(C)N=C(N)N1 | 3% | -16% | 3% |
| O=C(Nc1ccc(Cl)c(Cl)c1)c1cccnc1 | / | ? | ? |
| COc1cc(/C=N/NC(=O)c2ccc(NC(=O)C3CCCCC3)cc2)ccc1O | -6% | -11% | 3% |
| CCOc1ccc(-c2nnc(-c3ccc(OC)cc3)o2)cc1 | -2% | -21% | -20% |
| CC(=O)c1ccc(NC(=S)Nc2ccc3cn[nH]c3c2)cc1 | 3% | ? | ? |
| COCCn1c(SCC(=O)Nc2ccccc2F)nnc1-c1ccoc1C | 6% | 19% | 5% |
| COc1ccc(C(c2sc3nc(C)nn3c2O)N2CCC3(CC2)OCCO3)cc1 (stereo not given) | 6% | -3% | 2% |
| O=C1OCCC1Sc1nnc(-c2ccco2)n1-c1ccccc1 (stereo not given) | -5% | 0% | 1% |
| COc1cccc(C2CC(=O)Nc3c2c(=O)[nH]c2ncnn32)c1 (stereo not given) | 5% | -4% | 1% |
| S=C1NCN(Cc2ccccc2)CN1C1CCCCC1 | 4% | ? | ? |

Continued.
SMILES | TDP1 inh | DT40 TDP1 no CPT | TDP1 cell CPT
COc1cc(/C=C(\C#N)C(=O)Nc2ccc(SC(F)F)cc2)cc(OC)c1OC | 6% | ? | ?
COCCNC(=S)c1ccc(OC)cc1 | 6% | ? | -10%
CCC(C)NC(=O)[C@H](CSCc1ccccc1)N1Cc2ccccc2C1=O (stereo not given in full) | -4% | -24% | 1%
CN(C)CCCN1C(=O)c2cccc3c([N+](=O)[O-])ccc(c23)C1=O | 3% | 2.3µM* | 2.3µM*
CCCn1c(N)c(N(CCOC)C(=O)c2ccc(Cl)c([N+](=O)[O-])c2)c(=O)[nH]c1=O | 7% | -8% | -16%
Cc1cccc2sc(NC(=O)CSc3nc4ccccc4o3)nc12 | 5% | 5% | -20%
CCCCOc1cccc(NC(=O)c2cccc(C(=O)Nc3cccc(OCCCC)c3)c2)c1 | -7%[12.3 µM] | 7.3µM* | 18µM*
Cc1ccc(C)c(N2CCN(C(=O)Cn3nc(Cc4cccnc4)c4ccccc4c3=O)CC2)c1 | 4% | 23µM* | ?
O=C(NCCNc1ccccc1[N+](=O)[O-])c1ccccc1F | / | ? | -2%
COC(=O)c1cccc(OCC(O)Cn2ccnc2)c1 (stereo not given) | 2% | -7% | -16%
COCCNC(=O)c1cc(C)ccc1C | 3% | -1% | -2%
O=C(c1csc2c1CCCC2)N1CCN(c2ccc(F)cc2)CC1 | 0%[56.1 µM] | ? | ?
CCCSc1nnc(NC(=O)Nc2ccccc2OC)s1 | / | ? | ?
COc1ccccc1CN1CCNC(=O)C1CC(=O)NCc1cn(C)nc1C (stereo not given) | -3% | -1% | -4%
Cc1[nH]c2ccccc2c1N=Nc1cc(C(=O)O)cc(C(=O)O)c1 | -3% | -24% | -7%
C[n+]1ccccc1/C=C/c1c(F)cccc1F | / | 6% | 10%
O=S(=O)(c1cccc(-c2n[nH]c(=S)n2C2CCCC2)c1)N1CCOCC1 | 5% | ? | -11%
CC(=O)NC(=S)Nc1ccc2oc(-c3cc(F)c(F)cc3Cl)nc2c1 | 8% | ? | 5%
CCN(C1CCCCC1)S(=O)(=O)c1ccc(S(=O)(=O)N2CCN(CCC#N)CC2)cc1 | 8% | -25% | -19%
C/C(=N\Nc1nc2ccccc2c(=O)n1O)c1ccco1 | / | ? | -27%
Cc1ccc(S(=O)(=O)N2CCC(=O)CC2c2ccccc2)cc1 (stereo not given) | / | -29% | -1%
CN(Cc1nc2ccccc2c(=O)[nH]1)C(=O)c1cc(C2CC2)nn1-c1ccccc1 | 2% | ? | 13µM*
COc1ccc(C)cc1NC(=O)NCc1ccco1 | 0% | -19% | -1%
O=C(C1=C[C@@H](c2csc3ccccc23)C[C@@H](OCCCCO)O1)N1CCN(Cc2ccc3c(c2)OCO3)CC1 | 8% | ? | ?
COc1cc(C(=O)NN(CCC#N)C2=NS(=O)(=O)c3ccccc32)cc(OC)c1OC | 4% | 3% | 20%
COc1ccc(NC(=O)c2cc(S(=O)(=O)N3CCOCC3)ccc2C)cc1S(=O)(=O)N1CCCCC1 | / | ? | -24%
Cc1cc(C)n(-c2ccc(C(F)(F)F)cc2[N+](=O)[O-])n1 | 1% | 2% | 8%
COC(=O)N1CC(=O)N(OC)C1c1ccc(Cl)cc1Cl (stereo not given) | 4% | -15% | -2%
CCC(C)OC(=O)C1=C(C)NC(=O)NC1c1ccc(F)cc1 (stereo not given) | 2% | -26% | -21%
c1cc(SSc2ccncc2)ccn1 | / | 16µM* | ?
Cc1ccc(NC(=O)CN(Cc2ccccc2)S(C)(=O)=O)cc1C | 4% | ? | -11%
Cc1ccc(SC(C)C(=O)N2CCN(c3ccccc3)CC2)cc1 (stereo not given) | 5% | 3% | 4%
Fc1ccccc1N1CCN(c2nc3ccccc3c3nc(-c4ccccc4)nn23)CC1 | -3% | -16% | -20%
CC(NC(=O)CN(C1CCCCC1)S(C)(=O)=O)c1ccccc1 (stereo not given) | 2%[56.1 µM] | -6% | -29%
CC1OC(OCC2OC(Oc3c(-c4ccc(O)c(O)c4)oc4cc(O)cc(O)c4c3=O)C(O)C(O)C2O)C(O)C(O)C1O (stereo not given) | 5% | 2% | 9%
Clc1ccc(-c2nnc(COc3ncnc4sccc34)o2)cc1 | 5% | -4% | 6%
N#CCCn1c(=O)cnc2cnc(N3CCNCC3)nc21 | / | -6% | 11%
COc1ccc(NCc2cc3cc4c(cc3n(CC(=O)Nc3ccccc3)c2=O)OCO4)cc1 | 11% | 4.1µM* | 5.2µM*
O=C(/C=C/c1cn(CC(O)CN2CCCCCC2)c2ccccc12)c1cccs1 (stereo not given) | 4% | ? | ?
O=C(NCCN1CCOCC1)c1cnn(-c2ncc3c(n2)-c2ccccc2CC3)c1C1CC1 | / | 23µM* | 10%[9.04 µM]
Cc1ccc(-c2nnc(-c3ccc(NC(=O)c4ccco4)cc3)o2)cc1 | 0% | 21µM* | 23µM*
CC(C)(C)C(=O)NC(=C(Cl)Cl)P(=O)(O)O | 1% | 6% | -11%
COc1ccc(CC(=O)Oc2ccccc2C)cc1 | / | 5% | 18%
Cc1ccc2oc(-c3cccc(NC(=O)c4cccc5c(Br)cccc45)c3)nc2c1 | 2%[12.3 µM] | -1% | -11%
O=C1C[C@H]2C=CCc3cccc(c32)CN1Cc1ccccc1 | / | 20µM* | ?
COc1cc2c(cc1OC)[C@@H]1Cc3cc4c(cc3[C@H](C2)N1C)OCO4 | 3% | -19% | 4%
Clc1ccc(-n2ncc3c(NCCN4CCOCC4)ncnc32)cc1 | -1% | ? | 7%
